E-selectin induc: E-selectin induction on HUVECs; P16581; HUVEC E-selectin immunofluorescence imaging; normalized: neutral wells 0, TNF-alpha wells 100; activation, % at 7.58 µM; 260,000 compounds, 0.37% hits;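 active = mean E-selectin-positive cell signal at least 10% of the positive control, reached in at least 60% of replicates, without over 20% cell loss; inconclusive = no rule given, readout overlaps actives, possibly toxicity-flagged; inactive = the rest, including those meeting only one limit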;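 note: in these data hits start at about 27%; measured in HUVEC primary endothelial cells; signal is the percent of cells scored E-selectin positive by PE staining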
Target sequence (P16581 whole entry, looked up): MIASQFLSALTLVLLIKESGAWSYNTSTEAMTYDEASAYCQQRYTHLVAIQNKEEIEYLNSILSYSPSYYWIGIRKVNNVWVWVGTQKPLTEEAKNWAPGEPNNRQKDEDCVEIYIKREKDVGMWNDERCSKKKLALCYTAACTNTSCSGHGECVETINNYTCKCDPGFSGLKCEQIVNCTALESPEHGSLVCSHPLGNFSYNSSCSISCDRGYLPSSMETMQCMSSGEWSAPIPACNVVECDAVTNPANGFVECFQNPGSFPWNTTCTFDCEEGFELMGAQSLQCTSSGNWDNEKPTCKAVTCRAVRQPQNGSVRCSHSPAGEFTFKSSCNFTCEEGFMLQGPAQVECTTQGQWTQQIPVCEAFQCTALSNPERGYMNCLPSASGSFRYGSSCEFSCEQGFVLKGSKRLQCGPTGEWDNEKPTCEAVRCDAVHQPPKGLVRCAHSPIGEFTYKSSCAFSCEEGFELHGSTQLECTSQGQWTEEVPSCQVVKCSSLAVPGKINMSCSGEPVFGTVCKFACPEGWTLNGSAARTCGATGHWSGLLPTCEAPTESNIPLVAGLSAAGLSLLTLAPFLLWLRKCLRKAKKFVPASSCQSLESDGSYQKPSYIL
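Assay system: HUVEC, human umbilical vein endothelial cells / Amount: 3,000 HUVEC/well / Controls: TNF-alpha positive control, DMSO neutral control / Compound dosing: single concentration / Medium: EGM-2 over gelatin coat / Evaluation: percent E-selectin-positive cells / Signal: immunofluorescence imaging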
EWS-Fli inh: inhibitors of EWS/Fli oncoprotein transcriptional activity; A673 NR0B1-luciferase reporter, viability-normalised; inhibition, % at 12.6 µM; 350,000 compounds, 0.67% hits;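 active = mean inhibition of at least 50% after viability correction, with every replicate also passing that limit; inconclusive = mean reaches 50% but only one of two replicates passes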;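 note: firefly luciferase signal divided by Alamar Blue viability fluorescence both relative to DMSO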
esBAF inh: SWI/SNF esBAF complex inhibition; 350,000 compounds, 2% hits; reporter increase, % at 12.5 µM; mouse ES cells, Bmi1-luciferase knock-in reporter, 24 h; 100% = twice the neutral-well signal; AID 602393; in the data active = activation above about 40%; inconclusive = no clear call, values can overlap the other calls;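 note: 0% = median of the plate's neutral control wells and 100% = double that signal; a rise in the Bmi1 reporter signal indicates esBAF inhibition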
XiGFP reactiv: activators of X-chromosome reactivation in mouse fibroblasts. XiGFP mouse fibroblasts, % GFP-positive cells imaging, 3 d; cells co-treated with 5-aza-dC sensitizer; scaled so ellipticine positive control = 100%. activation, % at 7.58 µM. 360,000 compounds, 0.055% hits. AID 743238;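 active = mean normalized replicate activation at least 10% and every replicate at or above 10%; inconclusive = only one of the two criteria met; inactive = mean below 10% and not all replicates reach 10%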;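 note: 0% = median of on-plate neutral control wells and 100% = ellipticine 6 µM median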
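System: 68-5-11 XiGFP fibroblast line | Buffer or medium: DMEM containing 5-aza-dC | Compound: Single point | Times: Compounds 3 days, fix/stain 15 min at room temperature | Benchmarks: Positive control ellipticine, 6 µM final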
FN deposit inh: fibronectin deposition inhibition; AH1F fibroblasts, Alexa488-fibronectin deposition fluorescence, overnight; inhibition, % at 12.6 µM; 350,000 compounds, 0.086% hits;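 active = mean inhibition across replicates of 30% or more, regardless of how many single replicates reach that level; inconclusive = mean under 30% yet at least half of replicates reach 30%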;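 note: positive control wells lacked labelled fibronectin entirely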
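test system = AH1F fibroblasts assembling fluorescent fibronectin matrix | quantity = 10000 AH1F cells per well | buffer or medium = DMEM plus 2% serum, read in PBS | doses = single dose, pinned | incubation = 1 h cell attachment, overnight exposure to compound and label | detection = fluorescence at 485 nm excitation, 525 nm emission | read-out basis = inhibition from reduced deposited-fibronectin fluorescence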
RAD52 anneal inh: RAD52 (human) annealing inhibition | AID 651710 | recombinant RAD52 DNA annealing, FRET fluorescence | inhibition, % at 18.7 µM | 360,000 compounds, 0.46% hits | P43351;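 active = every replicate showing at least 50% inhibition; inconclusive = mean inhibition at least 50% but not in every replicate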
S100A4 inh HTS: inhibitors of human S100A4 binding to myosin IIA peptide. S100A4/TAMRA-MyoIIA peptide fluorescence polarization. inhibition, % at 10.7 µM. 360,000 compounds, 0.14% hits. AID 652163;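 active = mean inhibition of at least 70% across replicates, with every replicate also reaching that level; inconclusive = mean inhibition reaches 70% but some replicates fall short; inactive = mean inhibition below 70%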
Target sequence (P26447 whole entry, looked up): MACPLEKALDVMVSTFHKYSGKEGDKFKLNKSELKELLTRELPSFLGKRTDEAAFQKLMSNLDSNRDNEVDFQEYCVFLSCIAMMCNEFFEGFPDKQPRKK
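System – human S100A4 monomer protein, biochemical binding assay · Buffer or medium – Calcium-containing HEPES buffer, pH 7.2 · Timing – 5 min between mix addition and reading · Also added – TAMRA-labelled myosin IIA heavy-chain peptide probe, 5 nM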
RAD54 branch: blocks human RAD54 Holliday junction branch migration. Q92698. FAM/BHQ fluorescence. inhibition, % at 10.4 µM. 360,000 compounds, 0.14% hits. AID 602329;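 active = mean normalized replicate activity at least 40 and at least half of replicates scoring 40 or more; inconclusive = only one of the two criteria met; inactive = mean below 40 and under half of replicates reaching 40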;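 note: 0% = median of neutral control wells and 100% = median of positive control wells; inhibitors cause a drop in the FAM fluorescence signal; in these data hits start at about 50%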
* hit, by the source's call; u = inconclusive; x = not tested or not shown; & = joins results of further samples.

SMILES	E-selectin induc	EWS-Fli inh	esBAF inh	XiGFP reactiv	FN deposit inh	RAD52 anneal inh	S100A4 inh HTS	RAD54 branch
CN(C)S(=O)(=O)c1cccc(NC(=O)COC(=O)CNC(=O)c2cccc([N+](=O)[O-])c2)c1	1.8	-5	6	0.1	5	3	0	-10
O=c1[nH]cnc2c1ccn2C1OC(CO)C(O)C1O (stereo not given)	x	10	9	x	x	-5	5	3
CO[C@@H]1CN(C)C(=O)c2cc(NS(=O)(=O)CC(F)(F)F)ccc2OC[C@H](C)N(CCC(F)(F)F)C[C@@H]1C	-0.1	-10	-1	0.2	-9	6	3	3
C[C@@H](NC(=O)C[C@H]1C[C@@H]2c3cc(NC(=O)c4cccnc4)ccc3O[C@@H]2[C@@H](CO)O1)c1ccccc1	-0.1	-4	4	0.0	x	11	-11	9
Nc1ccc2nc(C(F)(F)F)[nH]c2c1	x	-3	x	0.3	x	-9	-4	x
COc1ccc([C@@H]2Sc3ccccc3NC(=O)[C@@H]2O)cc1	x	2	x	0.1	-7	-13	-3	x
Cc1cccn2c(=O)c3cc(C(=O)NC4CCCCC4)c(=N)n(Cc4ccccc4)c3nc12	x	4	-2	0.1	5	-45	2	3
CC1CCCN(Cc2ccc(OCc3ccccc3)cc2)C1 (stereo not given)	0.5	-51	0	0.3	0	-14	0	0
O=C(CSc1nc2c(cnn2-c2ccccc2)c(=O)[nH]1)N1N=C(c2cccs2)CC1c1ccc(F)cc1 (stereo not given)	0.5	0	-6	-0.1	5	-13	-3	-2
CN(C)CCCN(C(=O)c1cc2ccccc2oc1=O)c1nc2ccc(F)cc2s1	1.1	x	0	-0.1	4	x	x	11
COc1ccc(S(=O)(=O)NCc2ccccn2)cc1	-0.1	0	4	0.0	x	-5	-3	-21
C[C@@H]1CN([C@@H](C)CO)C(=O)c2cc(N(C)C)ccc2O[C@@H](C)CCCCO[C@@H]1CN(C)C(=O)Nc1ccc(F)cc1	0.0	-2	-4	-0.3	x	8	-3	-5
O=[N+]([O-])c1ccc(/C=N/n2cnc3ccccc32)s1	0.0	x	x	0.0	-4	-417	-1	0
CCN(CC)C(=O)Cn1nc(-c2ccccc2O)nc1SCC(=O)Nc1ccc(OC)cc1	x	1	-1	x	x	2	5	-5
Cc1cccc(Nc2ccc([N+](=O)[O-])cn2)c1	-0.1	-31	21	-0.1	5	9	-3	8
CN1CCN(C2Cc3cc(Cl)ccc3Sc3cc(F)ccc32)CC1 (stereo not given)	-0.2	19	x	0.0	2	54*	-5	x
CCCCC[C@H](C)N1C[C@H](COCc2ccccc2)Oc2cc(N3CC[C@@H](O)C3)ccc2S1(=O)=O	-0.1	1	x	0.0	12	-14	1	x
C[C@H](CO)N1C[C@H](C)[C@H](CN(C)C(=O)Nc2ccc3c(c2)OCO3)Oc2ccc(NC(=O)Cc3ccccc3)cc2C1=O	-10	-1	6	0.1	x	5	u	2
CCC(=O)Nc1cccc(C(=O)OCc2cccc([N+](=O)[O-])c2)c1	x	2	3	0.0	x	-5	-1	-2
O=C(CSc1cccc2cccnc12)N/N=C/c1cccnc1	x	26	x	1.4	-5	-7	-6	x
Cc1cc2c(=O)n(C)c(SCC(=O)NC3CCCC3)nc2s1	-0.3	5	3	-0.1	-1	-13	2	10
Cc1ccc2c(c1)N(CC(=O)NCC1CCCO1)C(=O)CO2 (stereo not given)	-0.1	-6	-18	0.0	6	-2	-1	-11
C/C=C/c1ccc([C@H]2[C@@H](CO)N(CC3CCOCC3)C23CN(S(=O)(=O)CC)C3)cc1	-0.3	3	x	0.0	x	-31	18	x
Cc1ccc(CSc2ccc(S(=O)(=O)N3CCCC3)cn2)cc1	-0.6	4	8	-0.1	-5	-19	10	5
C[C@@H]1CN([C@@H](C)CO)C(=O)Cc2cc(NC(=O)Cc3ccccc3)ccc2O[C@H]1CN(C)Cc1ccc(Cl)c(Cl)c1	1.0	3	2	-0.1	x	30	-9	4
Cc1c(/C(O)=C2\C(=O)C(=O)N(CCCN(C)C)C2c2ccco2)cnn1-c1ccccc1 (stereo not given)	0.1	2	-43	0.1	0	-4	-1	-8
Cc1[nH]n(-c2ccccc2)c(=O)c1C=Nc1ccc(S(=O)(=O)N=C(N)N)cc1	4.5	2	10	0.0	0	-14	-10	1
Cc1cc(C)nc(NNS(=O)(=O)c2ccc(Cl)cc2)n1	0.1	-5	x	0.1	1	-6	-7	x
COc1ccc(NC(=O)Nc2ccc3c(c2)C(=O)N([C@@H](C)CO)C[C@@H](C)[C@@H](CN(C)C(=O)CCC(F)(F)F)OCCCC[C@H](C)O3)cc1	1.2	-16	-1	-0.8	x	x	x	2
C[C@@H]1CN([C@H](C)CO)S(=O)(=O)c2ccc(C3=CCCCC3)cc2O[C@H]1CN(C)C(=O)C1CCC1	1.4	1	-2	-0.2	x	18	1	-5
C[C@@H]1CN([C@H](C)CO)C(=O)c2cc(NS(=O)(=O)c3cn(C)cn3)ccc2O[C@@H](C)CCCCO[C@H]1CN(C)C(=O)Nc1ccc2c(c1)OCO2	-0.2	14	x	-1.0	x	14	4	x
CCCNC(=O)N1[C@@H]2CNC[C@H]1C2c1ccc(-c2cccc(C)c2)cc1 (stereo not given in full)	0.3&0.1	x	x	0.0&0.0	-8&-4	6&24	-12&-22	x
COCC(=O)N(C)C[C@@H]1Oc2cc(C#CC(C)(C)O)ccc2S(=O)(=O)N([C@H](C)CO)C[C@H]1C	-0.2	2	-1	1.5	x	5	-2	-4
CC(C)Oc1ccc(CNS(=O)(=O)c2csc(C(N)=O)c2)cc1	x	5	-1	0.2	2	-2	2	x
O=C(c1ccc(F)cc1)N1CCCCN2[C@@H](CO)[C@H](c3ccc(C#CC4(O)CCCC4)cc3)[C@@H]2C1	0.3	-6	x	0.1	x	1	0	3
C[C@H]1CN([C@@H](C)CO)S(=O)(=O)c2ccc(/C=C/c3ccccc3)cc2O[C@@H]1CN(C)C(=O)NC1CCCCC1	x	-4	-2	0.5	x	19	3	-8
CS(=O)(=O)N(CC(=O)Nc1ccccc1)Cc1ccc(Cl)cc1	x	-1	-6	x	x	-14	13	-4
Cc1ccc(N2C(=O)c3ccc(C(=O)N4CCN(c5ccc(C)c(C)c5)CC4)cc3C2=O)cc1	0.0	-13	-4	0.3	0	-2	1	2
COc1ccc(S(=O)(=O)Nc2ccc3c(c2)C(=O)N([C@H](C)CO)C[C@@H](C)[C@@H](CN(C)S(=O)(=O)c2ccc(C)cc2)OCCCC[C@H](C)O3)cc1	x	7	-5	0.1	-10	-28	0	7
C[C@H]1CN([C@@H](C)CO)C(=O)c2cc(NC(=O)Nc3ccc(C(F)(F)F)cc3)ccc2O[C@@H]1CN(C)Cc1ccc(C(=O)Nc2ccccc2N)cc1	-0.9	31	-10	-1.3	x	2	2	0
CCOc1ccccc1NC(=O)CCCNC(=O)Cn1cnc2sc(C)c(C)c2c1=O	1.4	-3	-5	0.2	-3	-15	1	-1
COc1ccccc1CNC(=O)CCC(=O)N1CCOc2ccc(Cl)cc21	0.2	-5	-6	0.0	6	-11	3	6
Cc1cc2cc3c(cc2nc1SCC(=O)Nc1c(C)cccc1C)CCC3	x	38	-2	x	x	-21	8	8
CCc1ccc(-n2c(O)cnc2Nc2nc(C)cc(C)n2)cc1	13	-3	-6	-0.1	-8	8	4	-3
CC(C)C#Cc1ccc2c(c1)O[C@H](CN(C)Cc1cncnc1)[C@@H](C)CN([C@@H](C)CO)S2(=O)=O	0.3	16	5	-0.7	14	16	16	5
CCC(=O)Nc1ccc2c(c1)C(=O)N(C)C[C@H](OC)[C@H](C)CN(C(=O)C1CC1)[C@H](C)CO2	0.0	-8	1	-0.6	7	-3	9	3
Cc1sc2nc(CSCC(=O)Nc3cc(F)ccc3F)[nH]c(=O)c2c1C	-0.2	3	9	4.2	-5	-8	-7	0
O=C(Cc1sc(Nc2ccccc2)nc1-c1ccccc1)NCc1ccccc1	-0.3	-10	75*	0.0	8	-51	6	x
O=C(Cc1ccc(NC(=O)C2CCN(C(=O)C3CC3)CC2)cc1)Nc1cccc(C(=O)N2CCCC2)c1	-0.1	-3	0	0.2	1	-9	-5	-12
C[C@H](NC(=O)c1nc[nH]c1C(=O)N1CCc2ccccc2C1)C(=O)OC(C)(C)C	-0.4	6	-2	0.0	-12	-10	-5	-8
The results go on:
SMILES	E-selectin induc	EWS-Fli inh	esBAF inh	XiGFP reactiv	FN deposit inh	RAD52 anneal inh	S100A4 inh HTS	RAD54 branch
CCc1cnc(N2[C@@H](C#N)[C@@H](c3ccccc3)[C@@H]2CO)s1	1.0	-11	2	0.1	-5	-31	-10	-6
CN1CCC2CC1c1cc(-c3ccc(C(F)(F)F)cc3)ccc12 (stereo not given)	0.4	8	-6	0.1	8	8	-3	0
O=C(CNC(=S)N(Cc1ccccc1Cl)C1CCCC1)NCCN1CCOCC1	2.6	2	x	-0.1	1	-5	0	x
CCCC[C@]12CCCC(=O)N1CCc1c2[nH]c2ccccc12	x	-26	x	x	x	6	4	-1
C[C@@H]1CN([C@@H](C)CO)C(=O)c2cc(NC(=O)CCC(F)(F)F)ccc2O[C@@H](C)CCCCO[C@H]1CN(C)Cc1ccncc1	2.0	-2	-4	0.0	x	-11	4	-4
C[C@@H]1CN([C@H](C)CO)C(=O)c2cccc(NC(=O)C3CCOCC3)c2O[C@@H]1CN(C)Cc1ccc(C(=O)Nc2ccccc2N)cc1	1.5	34	-25	-0.9	x	-14	-29	2
CCOC(=O)c1c(CN2CCNCC2)nc2ccc(Cl)cc2c1-c1ccccc1	-0.3	20	x	-0.1	1	25	2	x
COCc1cccc(-c2csc(C(O)c3ccc(F)c(OC)c3)n2)c1 (stereo not given)	0.1	4	8	0.1	x	-10	-1	-31
CCc1ccc(C(O)c2ncc(-c3cccc(F)c3)[nH]2)cc1 (stereo not given)	0.6	-17	87*	-0.1	4	-7	3	11
CC1(C)CN(c2ccsc2C(=O)O)C1=O	0.1	9	x	0.0	-2	-17	1	x
CN(Cc1ccccc1)CC(O)COc1ccc(CNCCOc2cccnc2)cc1 (stereo not given)	11	2	x	0.0	-3	-46	-9	x
CCC1(O)CCCC2C3CCC4CC(=O)CCC4(C)C3C(=O)CC21C (stereo not given)	x	5	-11	0.0	3	-7	-15	0

2 entries drawn at random from those above:
SMILES	E-selectin induc	EWS-Fli inh	esBAF inh	XiGFP reactiv	FN deposit inh	RAD52 anneal inh	S100A4 inh HTS	RAD54 branch
CCc1cnc(N2[C@@H](C#N)[C@@H](c3ccccc3)[C@@H]2CO)s1	1.0	-11	2	0.1	-5	-31	-10	-6
CCCC[C@]12CCCC(=O)N1CCc1c2[nH]c2ccccc12	x	-26	x	x	x	6	4	-1

Compound activity from PubChem.
